Screens deposited in PubChem BioAssay by several laboratories.
AHR act – human AHR activation; P35869; AHR-responsive luciferase reporter cells, luminescence; activation, % at 5 µM; hit rate 2.5% among 320,000; in the data active means activation above about 47%;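 further: 0% = vehicle wells and 100% = reference agonist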
AGP1-GFP MLPCN – yeast TOR pathway AGP1-GFP modulation | S. cerevisiae AGP1-GFP multiplex flow cytometry, 3 h; GFP as percent of DMSO wells | GFP response vs DMSO, % at 10 µM | hit rate 0.02% among 320,000 | AID 2066;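 active means GFP response relative to DMSO above a set limit, near screen average plus 3 SD, cut at about 150% in these data; inconclusive means fewer than 70 cells counted for the yeast strain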;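 further: median GFP channel fluorescence of the gated AGP1 strain per well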
RPL19A TOR yeast – alters RPL19A-GFP fluorescence in TOR pathway yeast screen | percent response vs DMSO, % at 10 µM | S. cerevisiae RPL19A-GFP strain, flow cytometry, 3 h; hits give low values | AID 2025 | hit rate 0.3% among 330,000;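 active means percent response vs DMSO below 50%; inconclusive means fewer than 70 events counted for the yeast strain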;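 further: median channel GFP fluorescence of the barcoded RPL19A-GFP strain; ratio of sample median GFP to plate DMSO average so 100% = DMSO; lower means less RPL19A-GFP as with rapamycin TOR inhibition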
procasp7 counter – counter-screen for procaspase-3 activators: activators of human procaspase-7; hit rate 0.093% among 330,000; activation, % at 8.5 µM; recombinant procaspase-7, Ac-DEVD-pNA absorbance 405 nm; D23A/D198A/D206A triple mutant, cannot self-cleave; scale: DMSO 0, 5 µM enzyme 100;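 active means percent activation above the screen-wide mean plus 3 SD, cut at about 25% in these data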
Target sequence (P55210 whole entry D23A/D198A/D206A): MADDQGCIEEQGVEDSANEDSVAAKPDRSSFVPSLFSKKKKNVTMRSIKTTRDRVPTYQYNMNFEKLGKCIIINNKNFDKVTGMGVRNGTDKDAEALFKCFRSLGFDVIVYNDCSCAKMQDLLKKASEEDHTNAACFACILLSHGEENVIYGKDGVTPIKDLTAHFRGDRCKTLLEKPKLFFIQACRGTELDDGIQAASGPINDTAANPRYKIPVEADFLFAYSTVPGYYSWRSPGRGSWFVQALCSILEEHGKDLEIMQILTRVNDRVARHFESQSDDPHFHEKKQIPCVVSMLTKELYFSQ
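Detection: p-Nitroaniline absorbance at 405 nm, read at 0 and 120 min; system: Uncleavable procaspase-7 mutant enzyme; evaluation: % activation from two-timepoint absorbance difference, scaled to controls; times: 1 h enzyme–compound preincubation and 2 h substrate reaction, both 25 °C; buffer or medium: Zinc-free HEPES pH 7.4 with 300 mM NaCl, 0.01% Triton X-100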
CIT2 TOR yeast – yeast TOR pathway CIT2-GFP modulation; hit rate 0.065% among 320,000; GFP response vs DMSO, % at 10 µM; S. cerevisiae CIT2-GFP strain, flow cytometry, 3 h; 100 means same as DMSO wells;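 active means GFP response relative to DMSO above a set limit, near the screen mean plus 3 SD, cut at about 150% in these data; inconclusive means Fewer than 70 cells measured for a yeast strain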;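 further: ratio of well median GFP fluorescence to mean of DMSO wells on the plate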
proCasp3 act – procaspase-3 (human) activation. P42574. hit rate 0.11% among 330,000. recombinant procaspase-3 D3A, Ac-DEVD-pNA absorbance 405 nm. activation, % at 8.5 µM;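 active means activation above the mean of all tested compounds plus 3 SD, cut at about 21% in these data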;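 further: 0% = DMSO alone and 100% = DMSO wells spiked with extra 5 µM PC-3 D3A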
Target sequence (P42574 whole entry D9A/D28A/D175A): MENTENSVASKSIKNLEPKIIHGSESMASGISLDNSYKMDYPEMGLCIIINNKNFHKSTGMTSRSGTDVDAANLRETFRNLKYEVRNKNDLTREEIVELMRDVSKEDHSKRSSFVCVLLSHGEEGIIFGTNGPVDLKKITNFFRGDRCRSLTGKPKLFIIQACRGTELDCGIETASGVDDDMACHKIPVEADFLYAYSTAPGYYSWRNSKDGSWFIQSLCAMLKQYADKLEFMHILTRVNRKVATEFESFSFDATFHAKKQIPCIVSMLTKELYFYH
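Technique: 405 nm absorbance of p-nitroaniline, reads at 0 and 120 min; Test system: Procaspase-3 D3A mutant; Incubation: 1 h enzyme-compound preincubation, then 2 h substrate reaction, 25 °C; Repeats: singlicate, each compound tested once; Benchmarks: low control DMSO wells, high control DMSO plus 5 µM PC-3 D3A.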
MEP2-GFP yeast – alters MEP2-GFP fluorescence in TOR pathway yeast screen; S. cerevisiae MEP2-GFP strain, flow cytometry GFP, 3 h; 100% = DMSO control level; GFP response vs DMSO, % at 10 µM; hit rate 0.51% among 330,000; AID 2016;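 active means GFP response versus DMSO above a set limit, roughly screen mean plus 3 SD, cut at about 180% in these data; inconclusive means fewer than 70 cells counted for a yeast strain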;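 further: median GFP fluorescence of the barcode-gated MEP2-GFP cells per well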
LAP4 TOR yeast – modulators of TOR pathway LAP4-GFP in S. cerevisiae. GFP response vs DMSO, % at 10 µM. S. cerevisiae LAP4-GFP multiplex, flow cytometry GFP, 3 h; median GFP as percent of DMSO wells. hit rate 0.34% among 320,000;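 active means GFP response vs DMSO above a set limit, about the screen mean plus 3 SD, cut at about 150% in these data; inconclusive means under 70 cell events counted for the yeast strain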
* marks the source's active call; other numbers are inactive results; ? = inconclusive; nt = not tested or not shown; [ ] = remark or other dose.

SMILES	AHR act	AGP1-GFP MLPCN	RPL19A TOR yeast	procasp7 counter	CIT2 TOR yeast	proCasp3 act	MEP2-GFP yeast	LAP4 TOR yeast
S=c1[nH]nc(COc2ccccc2)n1/N=C/C(Cl)=C/c1ccccc1	1	85	89	-12	84	-8	93	101
COC(=O)c1cc(NS(=O)(=O)c2ccc(N3CCCCCC3)c([N+](=O)[O-])c2)cc(C(=O)OC)c1	2	nt	103	6	115	-7	107	109
COc1ccc2nc(N3C(=O)/C(=C/c4ccccc4)NC3=S)sc2c1	17	96	104	7	89	-2	107	105
COc1ccc(/C=C/CN2CCCC(CO)(Cc3cccc(Cl)c3)C2)cc1 (configuration not stated)	5	105	106	9	95	2	104	99
Cc1nc2c(ccc3nc(NC(=O)Cc4ccccc4)sc32)s1	-1	102	100	6	92	0	101	115
CC(=O)Nc1ccc(NC(=O)Cn2cnc(S(=O)(=O)N3CCOCC3)c2)cc1	0	113	110	-2	114	3	105	110
CCCCCCn1c(COc2ccccc2F)nnc1SCC(=O)N1c2ccccc2NC(=O)C1(C)C	1	102	102	8	100	5	104	100
CC1(C(=O)O)CCC(C(=O)NNC(=O)c2ccccc2Cl)C1(C)C (configuration not stated)	-1	112	104	0	110	-14	109	112
Cc1ccc(C(=O)NCC2CCCO2)cc1N1CCCC1=O (configuration not stated)	0	86	93	6	90	3	96	82
CC(C)Cc1cc(C(=O)NCCc2ccccc2)no1	4	106	102	5	124	6	123	121
Cc1ccc(NS(=O)(=O)c2ccc(NC(=O)c3cccc(NC(=O)C(C)C)c3)cc2)cc1	10	105	99	-6	100	2	109	102
Cc1nc(NC(=O)/C=C/c2ccc(F)cc2)sc1C(=O)N(C)C	-1	90	97	-5	102	-1	105	94
C/C(=N\O)C1CCCCC1	-1	101	96	14	97	3	97	102
Cc1ccc2nc(-c3ccsc3)c(NC3CCCC3)n2c1	15	101	98	-1	103	-4	101	102
Oc1c(CN2CCCC2)cc(COCc2ccccc2)c2cccnc12	-2	91	93	-4	92	5	102	105
O=C1CCCC2=C1C(c1ccccc1)n1c(s/c(=C/c3cccc(F)c3)c1=O)=N2 (configuration not stated)	6	90	94	2	88	2	100	93
CCN(CC)CCCC(C)NC1=NCCCCC1 (configuration not stated)	2	113	104	12	91	3	90	91
CSCCC(NC(=O)c1ccc([N+](=O)[O-])cc1Cl)C(=O)OCC(=O)NCCCc1ccccc1 (configuration not stated)	0	95	99	4	98	6	101	88
CCc1nnc(SCc2ccc([N+](=O)[O-])cc2)nc1CC	-1	85	96	2	68	3	89	123
CC1CCN(Cc2c(C(=O)N/N=C/c3ccc(OC(C)C)cc3)nnn2-c2nonc2N)CC1	20	97	111	-7	95	1	108	94

Look-ups from above:
CC(C)Cc1cc(C(=O)NCCc2ccccc2)no1 in AHR act: 4
Cc1ccc(C(=O)NCC2CCCO2)cc1N1CCCC1=O (configuration not stated) in AHR act: 0

The listing picks up, repeating the 5 entries before the break.
SMILES	AHR act	AGP1-GFP MLPCN	RPL19A TOR yeast	procasp7 counter	CIT2 TOR yeast	proCasp3 act	MEP2-GFP yeast	LAP4 TOR yeast
O=C1CCCC2=C1C(c1ccccc1)n1c(s/c(=C/c3cccc(F)c3)c1=O)=N2 (configuration not stated)	6	90	94	2	88	2	100	93
CCN(CC)CCCC(C)NC1=NCCCCC1 (configuration not stated)	2	113	104	12	91	3	90	91
CSCCC(NC(=O)c1ccc([N+](=O)[O-])cc1Cl)C(=O)OCC(=O)NCCCc1ccccc1 (configuration not stated)	0	95	99	4	98	6	101	88
CCc1nnc(SCc2ccc([N+](=O)[O-])cc2)nc1CC	-1	85	96	2	68	3	89	123
CC1CCN(Cc2c(C(=O)N/N=C/c3ccc(OC(C)C)cc3)nnn2-c2nonc2N)CC1	20	97	111	-7	95	1	108	94
Cc1ccc(S(=O)(=O)N(C)c2ccc(C(=O)NCc3cccnc3)cc2)cc1	4	94	100	7	95	5	104	91
CC1(c2ccc(NC(=O)c3ccccc3F)cc2)CC1(Cl)Cl (configuration not stated)	36	90	98	8	100	16	94	80
COCCNC(=O)/C(C#N)=C/c1ccc(O)cc1	1	97	99	-12	91	-4	97	104
O=c1oc2c(CN3CCOCC3)c(O)c(Cl)cc2c2c1CCCC2	7	73	75	-4	92	-12	117	103
Cc1ccccc1OCCN1CCCC1	2	99	104	-5	103	7	105	99
Cc1cccc2sc(NC(=O)CN3C(=O)c4ccccc4C3=O)nc12	3	93	98	9	98	-4	102	87
CCN(CC)c1ccc(NC(=O)CN2CCN(c3ccccn3)CC2)cc1	0	105	103	-8	103	-5	100	97
CCOc1ccc(NC(=O)[C@@H](NC(=O)c2ccccc2)[C@@H](C)CC)cc1	2	85	89	5	86	-3	94	88
CC(C)C(=O)Nc1cccc(S(=O)(=O)c2cccc(NC(=O)C(C)C)c2)c1	0	110	103	8	104	12	115	105
O=C(NNC(=O)c1ccccc1F)c1ccc(S(=O)(=O)N2CCCC2)cc1	-1	94	94	-2	94	6	115	111
COc1cc(/C=N/NC(=O)c2cccnc2)ccc1OCC(=O)Nc1ccccc1Cl	6	100	99	9	98	-8	99	96
CCc1nc(NC(=O)c2sc(C)nc2C)sc1C(=O)OC	2	91	100	5	97	5	109	97
O=C(NCc1ccccc1CN1CCCC1)c1cc2cc(Cl)ccc2o1	7	112	105	-8	96	10	107	113
O=c1[nH]nc(Cc2ccc3ccccc3n2)c2ccccc12	20	93	93	-2	93	-3	102	96
Cc1ccc2c(c1)NC(=O)C(CC(=O)NCCCN1CCc3ccccc3C1)O2 (configuration not stated)	8	106	102	2	101	3	110	102
Cn1nccc1C(=O)N1CCN(c2ccccc2F)CC1	-3	99	102	7	103	-2	101	90
CC1=NN(C(N)=S)C(=O)C1N=Nc1ccccc1C(=O)O (configuration not stated)	1	103	106	4	104	-6	110	97
COc1ccc(NC(=O)c2ccccc2NC(=O)c2ccccc2)cc1	15	94	107	3	140	0	190*	132
CN(C)/C=C(\C#N)C(=O)Nc1ccccc1	-1	102	97	7	91	6	95	97
O=C(NCCc1ccccc1)C(=Cc1ccc(C(=O)O)cc1)C(=O)NCCc1ccccc1	1	101	99	7	104	0	98	96
O=C(Nc1cccc2cccc(NC(=O)c3ccco3)c12)c1ccco1	10	101	95	4	99	4	96	94
COCCn1c(SCC(=O)Nc2cc(C)on2)nc2ccccc2c1=O	1	97	98	-1	91	0	97	95
Cc1ccc(C)c(NC(=S)N=Nc2c(O)n(C)c3ccc(S(=O)(=O)N4CCOCC4)cc23)c1	-3	109	113	-1	113	5	109	101
O=C(NC1CCCCC1)c1ccc2c(c1)OCCO2	12	104	99	-6	100	-2	99	99
Cn1nnnc1SCC(=O)N1c2ccccc2CCc2ccccc21	-2	102	98	10	106	1	101	99
COc1cc(C=O)c(Cl)cc1OCC(N)=O	3	97	105	-10	120	-1	110	58
CCOc1ccc(C(=O)NCC(=O)N2CCC(C)CC2)cc1OCC	-1	98	108	-7	101	3	96	94
O=C(O)CCCN1C(=O)c2cccc3cccc(c23)C1=O	-3	105	103	6	104	4	109	104
Cc1ccccc1CNS(=O)(=O)c1c(C(=O)N2CCCCC2)c(C)n(C)c1C	-1	102	103	3	109	4	102	100
O=C(NNC(=O)c1ccc(Cl)cc1Cl)c1ccncc1	2	102	111	3	105	5	103	95
CCOC(=O)C1CCCN(C(=O)/C=C/c2ccc(OC)cc2)C1 (configuration not stated)	9	102	107	-9	107	6	109	99
COc1ccc(OC)c(NC(=O)C2CCCN(S(=O)(=O)c3cccc4cccnc34)C2)c1 (configuration not stated)	8	105	98	0	100	3	107	98
O=C(/C=C/c1ccc2c(c1)OCO2)NCc1ccc(F)cc1	33	84	96	-12	87	-10	112	91
Cc1cccc(NS(=O)(=O)c2cccc(C(=O)N3CCCCCCC3)c2)c1	1	93	91	12	90	8	91	86
CC(C)n1cnc2cc(NCc3nc4ccccc4n3C)ccc21	91*	?	40*[may fluoresce violet]	0	?	0	145[may fluoresce violet]	55[may fluoresce violet]
O=C(c1ccc2c(c1)[nH]c(=S)n1c3ccccc3nc21)N1CCN(c2ncccn2)CC1	11	106	99	12	101	1	105	103
CCn1cc(C(=O)OCC(=O)Nc2c(C)n(C)n(-c3ccccc3)c2=O)c(=O)c2ccc(C)nc21	4	110	110	3	110	2	106	106
Cc1nc2ccccc2nc(C)c1=NO	26	97	96	8	90	4	96	115
O=C(Nc1cccc(C(=O)Nc2ccc(Cl)cn2)c1)c1ccccc1	82*	104	108	-3	123	6	100	79
Cc1nc(N)sc1-c1csc(Nc2cccc(O)c2)n1	71*	96	100	-30	100	-9	103	89
CS(=O)(=O)C1=NSC2=NC(=O)/C(=C\c3cccn3-c3ccccc3Cl)C(=N)N21	5	100	110	-19	108	-11	106	100
COc1ccc(CCN=C(N)NS(=O)(=O)c2ccc(OC)c(OC)c2)cc1OC	-3	98	96	5	97	0	105	104
O=C1CCC(C(=O)OCC(=O)C23CC4CC(CC(C4)C2)C3)N1 (configuration not stated)	2	104	99	-3	97	-1	103	97
CC(=O)c1c(C)[nH]c(C(=O)OCC(=O)N2CCc3ccccc3C2)c1C	2	101	99	-1	94	4	105	103
O=[N+]([O-])c1ccc2ncnc(N3CCN(Cc4ccc5c(c4)OCO5)CC3)c2c1	9	101	105	-7	106	3	109	90

Three entries from above, arranged by their value in RPL19A TOR yeast, high to low.
| SMILES | RPL19A TOR yeast |
| --- | --- |
| O=C(Nc1cccc2cccc(NC(=O)c3ccco3)c12)c1ccco1 | 95 |
| Oc1c(CN2CCCC2)cc(COCc2ccccc2)c2cccnc12 | 93 |
| CCOc1ccc(NC(=O)[C@@H](NC(=O)c2ccccc2)[C@@H](C)CC)cc1 | 89 |
